GlmU inhibition = inhibition of mycobacterial GlmU enzyme – biochemical, glucosamine-1-phosphate acetyltransferase (AID 1376). M. tuberculosis GlmU acetyltransferase enzyme assay; higher % means a stronger effect. one-dose inhibition, %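 (tested at 30 µM in the primary screen)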; IC50 in µM for titrated hits. actives 0.25% (n = 220,000). Bifunctional protein GlmU (Mycobacterium tuberculosis (strain ATCC 25618 / H37Rv)); in the data active = inhibition above about 13%;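 also: 0% = complete reaction with vehicle and 100% = reaction without substrate; strong numbers were not always called active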
Mtb RmlCD inh = M. tuberculosis RmlC/RmlD coupled enzyme inhibitors, primary screen, biochemical, compound mixtures, 384-well, from 1536-well plates | dTDP-4-dehydrorhamnose reductase (Mycobacterium tuberculosis (strain ATCC 25618 / H37Rv)) … | RmlC+RmlD coupled enzyme assay, percent inhibition; primary screen in compound mixtures | inhibition, % at 3.6 µM | actives 0.03% (n = 160,000) | AID 1533, 2009; in the data active = inhibition mostly above about 34%, no sharp cut-off; also: some results filed as inactive read as strong as hits
Target sequence (P9WH09 whole entry, looked up): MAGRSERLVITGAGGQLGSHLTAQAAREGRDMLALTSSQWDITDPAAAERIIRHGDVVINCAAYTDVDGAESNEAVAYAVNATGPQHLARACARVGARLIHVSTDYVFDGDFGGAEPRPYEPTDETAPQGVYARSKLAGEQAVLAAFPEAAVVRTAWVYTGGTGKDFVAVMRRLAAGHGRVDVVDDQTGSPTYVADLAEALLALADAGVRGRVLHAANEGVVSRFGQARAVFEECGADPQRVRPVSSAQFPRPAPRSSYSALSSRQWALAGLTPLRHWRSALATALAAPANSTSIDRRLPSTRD
Target sequence (P9WH11 whole entry, looked up): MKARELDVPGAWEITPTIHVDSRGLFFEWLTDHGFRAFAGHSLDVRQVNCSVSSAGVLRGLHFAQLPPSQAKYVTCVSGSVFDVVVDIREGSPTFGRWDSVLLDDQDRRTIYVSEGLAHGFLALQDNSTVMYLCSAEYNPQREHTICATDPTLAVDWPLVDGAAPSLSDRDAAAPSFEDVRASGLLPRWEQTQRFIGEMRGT
* = called active by the depositor; . = no result given; & = joins results of further samples.

SMILES	GlmU inhibition	Mtb RmlCD inh
COC(=O)CN(c1ccc(OC)cc1OC)S(=O)(=O)c1ccccc1[N+](=O)[O-]	0.2%	40
COC(=O)CCCCC1SCC(NC(=O)c2ccccc2)C1OC(C)=O (stereo unspecified)	-0.4%	.
COc1ccc(CN(CCCN2CCOCC2)S(=O)(=O)N(C)C)cc1OC	-2.2%	.
CC(C)(C)NC(=O)C1Cc2ccccc2CN1C(=O)Nc1cccc(Cl)c1 (stereo unspecified)	3.9%	24
Cc1cccc(C)c1NC(=S)NC(=O)c1ccc(Br)o1	3.3%	1
COc1ccc(Cl)cc1C(=O)Nc1ccc(CN2CCCCC2)cc1	-8.0%	-8
O=C(CNS(=O)(=O)c1ccccc1)N/N=C/c1ccc(O)cc1	-4.7%	-17
CCOC(=O)C1=C(C)Nc2nc(SCC)nn2C1c1ccc(OC)cc1 (stereo unspecified)	8.1%	6
COc1cc(C2=NOC(C(=O)Nc3c(C)n(C)n(-c4ccccc4)c3=O)C2)cc(OC)c1OC (stereo unspecified)	5.8%	-5
O=c1c2c(nc3c(-c4ccccc4)c[nH]n13)CCCC2	-0.1%	-6
CN(CC(=O)O/N=C(\N)c1ccccn1)S(=O)(=O)c1ccccc1	1.8%	14
O=C(/C=C/c1ccc([N+](=O)[O-])cc1)N1CCN(S(=O)(=O)c2cccs2)CC1	-4.4%	3
C=C1CCN([C@@H](CC(C)C)C(=O)NCc2cc(OC)c(OC)c(OC)c2)S(=O)(=O)c2ccccc21	-0.1%	.
COc1ccc2c(c1[N+](=O)[O-])CCC/C2=N/OC(=O)c1cccc2ccccc12	-5.0%	-5
N#C/C(=C/c1ccccc1)c1nn(CCO)c(N)c1C#N	1.0%	-8
COc1ccc([C@H]2/C=C\CN(S(C)(=O)=O)[C@@H](C)C(=O)N2Cc2ccc(F)cc2)cc1	0.9%	.
COc1ccc(-c2csc3ncnc(Oc4ccc5c(C)cc(=O)oc5c4)c23)cc1	-0.2%	1
CCOC(=O)C(C(=O)OCC)C(C#N)c1ccccc1 (stereo unspecified)	1.2%	0
O=C(NC1CCCCCCC1)C1c2ccccc2C(=O)N1Cc1ccco1 (stereo unspecified)	3.4%	.
O=C1N=C(N2CCc3ccccc3C2)S/C1=C\c1cccc(O)c1	6.9%	55
O=C(Nc1nnc(Cc2ccccc2)s1)c1cccs1	-1.0%	5
CN[C@H]1CC[C@@H](c2ccc(Cl)c(Cl)c2)c2ccccc21	-3.4%	-11
O=S(=O)(Nc1ccc(-c2nc3cccnc3s2)cc1)c1cc(F)ccc1F	8.2%	.
CCN(CC)CCNC(=O)c1cn(CC)c2cc(N3CCN(C(=O)c4ccco4)CC3)c(F)cc2c1=O	-4.3%	-2
Cc1nc(N2CCC(C)CC2)c2c(C)c(C(=O)Nc3cccc(C(F)(F)F)c3)sc2n1	-8.7%	36
Cc1ccc(NC(=O)COC(=O)C2CC2)c(Br)c1	1.7%	4
CCOC(=O)C1=C(C)Nc2ncnn2C1c1cccs1 (stereo unspecified)	0.1%	-9
O=C(COC(=O)c1cncc(Br)c1)NC1CCCC1	0.9%	1
CC(C)(C)c1ccc(Oc2cccc(C3CC(=O)C(C4NCCc5ccccc54)C(=O)C3n3cncn3)c2)cc1 (stereo unspecified)	6.3%	.
Cn1nc(C(F)(F)F)c(/C=N/OC(=O)c2ccc(Cl)cc2)c1Cl	-4.3%	11
CC(C)CC(=O)NC(=S)Nc1ccccc1C(F)(F)F	-7.1%	17
Cc1cc(NC(=O)CCC(=O)N(Cc2cccs2)C(C(=O)NC2CCCC2)c2ccncc2)no1 (stereo unspecified)	-1.3%	-8
O=C(COC(=O)COc1ccc(Cl)cc1Br)NCc1cccs1	2.3%	-7
CCOc1ccc(C2CC(c3cccc(OC)c3OC)n3nnnc3N2)cc1Cl (stereo unspecified)	10%	.
CCn1c(SCC(=O)N2c3ccccc3Sc3ccccc32)nnc1-c1ccco1	0.3%	-9
Cc1ccc(S(=O)(=O)N2CCOCC2)cc1C(=O)NC(=S)N1CC(C)CC(C)C1 (stereo unspecified)	-5.1%	-12
O=C1c2cccc3c(N4CCCCC4)ccc(c23)C(=O)N1CCO	2.6%	9
CC1(C(=O)O)CCC(C(=O)NCCc2ccccc2)C1(C)C (stereo unspecified)	7.4%	-3
CC(C)(C)C1CCC(C(=O)OCC(=O)N2CCOCC2)CC1 (stereo unspecified)	-3.3%	3
Cc1ccc(OCC(=O)NC(C)c2ccccc2)c([N+](=O)[O-])n1 (stereo unspecified)	-5.0%	4

One compound at a time, as listed above:
CCOC(=O)C(C(=O)OCC)C(C#N)c1ccccc1 (stereo unspecified) reads GlmU inhibition = 1.2%; Mtb RmlCD inh = 0
CN(CC(=O)O/N=C(\N)c1ccccn1)S(=O)(=O)c1ccccc1 reads GlmU inhibition = 1.8%; Mtb RmlCD inh = 14

Additional records follow:
SMILES	GlmU inhibition	Mtb RmlCD inh
CC(=O)Nc1ccc(NC(=O)c2ccccc2C)cc1	1.4%	.
COc1ccc(C2SCC(=O)Nc3c2c(=O)[nH]n3C2CCCCCC2)cc1OC (stereo unspecified)	0.1%	.
CCCOc1ccc(C(=O)NNC(=S)NC(=O)c2ccco2)cc1	4.0%	3
COc1ccc(CCNC(=O)CSc2nc3[nH]ncc3c(=O)n2-c2ccc(Cl)cc2Cl)cc1OC	-1.7%	3
Cc1cc(C(=O)COC(=O)c2ccc3c(c2)NC(=O)CS3)c(C)n1CC1CCCO1 (stereo unspecified)	-1.5%	1
Cc1nc2c(-c3ccccc3)c(C)nn2c(C)c1CCC(=O)NCc1ccco1	-3.0%	6
CCOC(=O)c1cc2sccc2n1CC(=O)N1CCCc2ccccc21	1.6%	3
CCn1c2ccccc2c2nnc(SCC(=O)NCc3cccs3)nc21	1.1%	37
O=C(COC(=O)c1ccccc1NC(=O)c1ccco1)Nc1ncc(Cl)cc1Cl	3.7%	.
COc1cccc(N2C(=O)CC(N3CCN(CCN=CC4=C(O)CC(C)(C)CC4=O)CC3)C2=O)c1 (stereo unspecified)	0.5%	-18
O=S(=O)(NCCc1ccccc1)c1ccc(Cl)nc1	-0.9%	-15
CC1(C)S/C(=N/N=C/c2cccs2)NC1=O	6.2%	-5
O=C(NCC1CCCO1)C1CCN(C2CCN(Cc3cccs3)CC2)CC1 (stereo unspecified)	5.7%	.
CCOCCCNS(=O)(=O)c1ccc2c(c1)CCN2C(=O)CC	2.0%	1
COc1ccc(-n2c(C)cc(C(=O)CSc3nnc(-c4cccs4)o3)c2C)cc1	3.4%	-4
COc1ccc(N2C(=O)CN=C2Nc2nc(C)cc(C)n2)cc1OC	-3.5%	.
CCc1nc2sc3c(=O)n(N)cnc3c2c2c1COC(C)(C)C2	0.7%	0
CCO[C@H]1OC(C(=O)N2CCN(Cc3ccc4c(c3)OCO4)CC2)=C[C@@H](c2ccc(C(F)(F)F)cc2)[C@@H]1CCCO	2.8%	.
COc1cc(O)c(NC(C)=O)c2nonc12	-0.7%	.
COC(=O)c1ccccc1NC(=O)N1CCN(c2ccc(F)cc2)CC1	-2.3%	3
CCCc1nc2ccccc2c(C(=O)OCC(=O)Nc2ccc(S(=O)(=O)N3CCOCC3)cc2)c1CC	-1.0%	-9
COC(=O)c1ccc(CNC(=O)c2c3c(nc4ccccc24)CCN(Cc2ccccc2)C3)cc1	-4.7%	-15
Cc1nn(C)cc1-c1csc(N)n1	1.1%	-13
COc1ccc(CCN=C(N)NS(=O)(=O)c2ccc3ccccc3c2)cc1	2.4%	-9
CCN(CC)C(=O)N1CCN(Cc2ccc3c(c2)OCO3)CC1	-2.4%	-2
CC1(C)CC(CCC(=O)Nc2ccccc2Cl)C(=O)O1 (stereo unspecified)	3.6%	-6
Cc1cccc(-c2cc3nc(C)cc(N4CC(C)CC(C)C4)n3n2)c1 (stereo unspecified)	-8.9%	-11
Cc1[nH]nc(NNC(=O)c2ccccc2)c1[N+](=O)[O-]	0.9%	-10
O=C1NC(=O)C(CCc2ccncc2)(CCc2ccncc2)C(=O)N1CCc1ccc(F)cc1	1.9%	-8
CC(=O)Nc1ccc(S(=O)(=O)N2CCc3ccccc3C2)cc1	6.1%	-10
Cc1ccc(N2C(=O)/C(=C\c3ccco3)SC2=S)cc1	7.1%	.
CCCn1c(SCC(=O)NC(=O)NC(C)(C)C)n[nH]c1=O	-2.8%	8
c1ccc2c(c1)ncn2-c1ccc(-c2ccnc(-c3ccncc3)n2)cc1	.	-3
COc1cccc(-c2nc(OC(C)C)c3ccccc3n2)c1	-3.3%	.
CCCCCn1cnc2c(=S)nc(N)[nH]c21	-2.1%	-2
Cc1nc2ccc(S(=O)(=O)c3ccc4nc(C)[nH]c4c3)cc2[nH]1	1.1%	8
O=C(COC(=O)COc1ccccc1)Nc1cccc([N+](=O)[O-])c1	-6.3%	12
O=C(CN1CCN(Cc2ccccc2)CC1)c1ccccc1	1.9%	54
O=[N+]([O-])c1cc(-c2ncccn2)c([N+](=O)[O-])s1	8.3%	.
COC(=O)c1scc(C)c1N1C(=O)c2ccccc2C1=O	2.9%	-5
COc1ccc(OC)c(-c2nc(CN(C)C(C)c3ccncn3)c(C)o2)c1 (stereo unspecified)	-2.8%	41
COc1cc(C(=O)O/N=C(\N)c2cccc([N+](=O)[O-])c2)cc(OC)c1OC	2.4%	1
O=C(NCc1ccccn1)c1ccc(Cl)c(S(=O)(=O)N2CCCCC2)c1	0.4%	6
Cc1sc(-c2ccccn2)nc1OC(=O)c1ccc(F)cc1F	-7.3%	5
CCOC(=O)CN/C=C(\C#N)c1ccccc1	2.2%	.
Cc1ccc(C)c(NC(=O)CCCCCCCCCCC2COCCO2)c1 (stereo unspecified)	3.0%	-10
O=C(Nc1ccc(Cl)cc1C(=O)Nc1ccc(Br)cn1)c1ccco1	-0.4%	.
Cc1ccccc1NC(=O)C(C#N)Cc1cccnc1 (stereo unspecified)	-0.1%	.
CCN1/C(=C\C=C2\C(=O)N(c3ccccc3)C(=S)N2C)Sc2ccccc21	-1.6%	-10
Cc1cc(C)n2cc(CSc3nnc(N)s3)nc2n1	3.4%	.
(list continues)
SMILES	GlmU inhibition	Mtb RmlCD inh
COc1ccccc1/C=C/C(=O)/C=C/c1ccccc1O	0.2%	1
O=C(NCc1ccco1)c1ccc(Br)c(S(=O)(=O)N2CCCCC2)c1	-5.9%	.
NC(=O)C1(N2CCCCC2)CCN(C(=S)NCCc2ccccc2)CC1	5.4%	1
CCC(=O)Nc1ccc(C(=O)CSc2nnc(-c3ccccc3F)n2C2CC2)cc1	2.6%	7
O=C(CSc1ccc2ccccc2c1)NC1CCCc2ccccc21 (stereo unspecified)	0.8%	9
C=C(C)c1cccc(C(C)(C)NC(=O)N2CCN(C)CC2)c1	-0.8%	.
O=S(=O)(NCCOCCNS(=O)(=O)c1ccccc1)c1ccccc1	.	1
O=C(CN1C(=O)/C(=C\c2cccc(Cl)c2)Oc2ccccc21)N1CCN(c2ccccn2)CC1	-6.4%	14
COc1ccc(NC(=O)[C@@H](NC(=O)c2ccccc2)C(C)C)cc1S(=O)(=O)N1CCCCC1	-6.6%	.
Cc1cc(C)cc(NC(=O)CN(C)S(=O)(=O)c2cnc[nH]2)c1	2.1%	.
CC1CCN(C(=O)CCCC(=O)O)CC1	1.4%	-2
O=C1C2C3c4ccccc4C(c4ccccc43)C2C(=O)N1c1cccnc1 (stereo unspecified)	-2.7%	-5
Cn1nc(-c2ccccc2)c(C#N)c1Sc1cccc(Cl)c1	-7.3%	14
COc1ccc(C)cc1N(CC(=O)N/N=C/c1ccc2c(c1)OCO2)S(C)(=O)=O	-4.8%	-7
O=C(COC(=O)/C=C/c1ccco1)Nc1ccc(F)cc1Cl	-4.4%	2
CCC1(C)OC(=O)NN(c2ccc(C)cc2)C1(C)O (stereo unspecified)	1.6%	-11
CCCc1nnc(NC(=O)Cn2c(=O)oc3cc(Br)ccc32)s1	4.0%	-4
Nc1cccc(/C=C/c2ccncc2)c1	1.3%	.
O=S(=O)(c1cccs1)N1CN(Cc2cccs2)c2nc3ccccc3nc21	0.1%	10
Nc1[nH]c(=O)[nH]c(=O)c1N=Nc1cccc(Cl)c1	-5.5%	4
CCN(CC)CCN=Cc1c(O)n(Cc2ccccc2)c(=O)[nH]c1=O	1.7%&2.4%	-6&1
O=C(O)c1ccc(CS(=O)(=O)Cc2ccccc2F)o1	3.0%	-2
CCOC(=O)c1c(C)nc2sc3c(=O)n(-c4ccc(C(C)=O)cc4)nnc3c2c1-c1ccc(OC)cc1	2.4%	9

14 of the compounds above, with values under each structure:
Order of values – GlmU inhibition, Mtb RmlCD inh
O=S(=O)(NCCOCCNS(=O)(=O)c1ccccc1)c1ccccc1
  ., 1
O=C(CN1C(=O)/C(=C\c2cccc(Cl)c2)Oc2ccccc21)N1CCN(c2ccccn2)CC1
  -6.4%, 14
COc1ccc(NC(=O)[C@@H](NC(=O)c2ccccc2)C(C)C)cc1S(=O)(=O)N1CCCCC1
  -6.6%, .
Cc1cc(C)cc(NC(=O)CN(C)S(=O)(=O)c2cnc[nH]2)c1
  2.1%, .
CC1CCN(C(=O)CCCC(=O)O)CC1
  1.4%, -2
O=C1C2C3c4ccccc4C(c4ccccc43)C2C(=O)N1c1cccnc1 (stereo unspecified)
  -2.7%, -5
Cn1nc(-c2ccccc2)c(C#N)c1Sc1cccc(Cl)c1
  -7.3%, 14
COc1ccc(C)cc1N(CC(=O)N/N=C/c1ccc2c(c1)OCO2)S(C)(=O)=O
  -4.8%, -7
O=C(COC(=O)/C=C/c1ccco1)Nc1ccc(F)cc1Cl
  -4.4%, 2
CCC1(C)OC(=O)NN(c2ccc(C)cc2)C1(C)O (stereo unspecified)
  1.6%, -11
CCCc1nnc(NC(=O)Cn2c(=O)oc3cc(Br)ccc32)s1
  4.0%, -4
Nc1cccc(/C=C/c2ccncc2)c1
  1.3%, .
O=S(=O)(c1cccs1)N1CN(Cc2cccs2)c2nc3ccccc3nc21
  0.1%, 10
Nc1[nH]c(=O)[nH]c(=O)c1N=Nc1cccc(Cl)c1
  -5.5%, 4

Bioassay records deposited in PubChem by several laboratories.

Only part of the results is shown; the hit share may differ from the screen's.
